A549 viability – Nrf2 qHTS screen for inhibitors: counterscreen for cytotoxicity; A549 ARE-Fluc cells, CellTiter-Fluor viability, 18-24 h; Potency, µM (titrated, usually from 46 µM), inactives show at the top dose activity change, negative = cytotoxicity, usual class: inhibitors; 0.16% of 390,000 active; further: potency means the concentration at half of the fitted maximal effect; on the % scale 0 is the no-effect control and ±100 the full control effect
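A549 ARE_Fluc cells in 5% FBS OPTI-MEM were exposed to compounds in concentration-response for 18-24 h at 37 deg C. Viability was read by CellTiter-Fluor fluorescence (Ex 405/Em 525) after 30 min, before the luciferase read.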
IL2 activator – qHTS of IL-2 Activators | 0.065% of 360,000 active | AID 652025, 2013 | IL-2 activation reporter assay, cell-based qHTS; stimulated with anti-CD3/CD4/CD28 beads; in transgenic mouse T cells | activation, % (series mostly up to about 46 µM); in the data active means activation above about 50%; inconclusive means mostly about 30% to 49%; further: 0% is about no effect
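Readout: EGFP and DsRed signals by fluorescent plate cytometry. Unstimulated transgenic mouse T cells received compound 60 min before antibody-bead stimulation, then incubated 18 h at 37 degrees C.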
TGFb SMAD3 inh – qHTS for Inhibitors of TGF-b; Potency, µM (titrated, usually from 46.1 µM), inactives show top-dose activity, negative = inhibition, usual class: inhibitors; HepG2 CAGA-GFP TGF-b/SMAD3 reporter, GFP fluorescence, 18 h; TGF-beta stimulated, 500 pg/mL final; 1.2% of 410,000 active; AID 588855, 2011; further: potency means the concentration at half of the fitted maximal effect; on the % scale 0 is the no-effect control and ±100 the full control effect; nearly all actives have a fitted effect of over 65% in size
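Per well, imaged GFP fluorescence of HEPG2 CAGA-GFP cells gives the signal; cells get compound, then TGF-beta (500 pg/mL final), 18 h at 37 degrees C; %Activity versus -TGF-beta and +DMSO controls.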
ATXN2 expr inh – Primary qHTS for Inhibitors of ATXN expression. 0.72% of 360,000 active. AID 1745845, 2022. Potency, µM (titrated, usually from 57 µM), for the others: at the top dose activity change, negative = inhibition, usual class: inhibitors. HEK-293 ATXN2-luciferase reporter, luminescence, 24 h; further: potency means the concentration at half of the fitted maximal effect; on the % scale 0 is the no-effect control and ±100 the full control effect; nearly all actives have a fitted effect of over 55% in size
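ATXN2-luciferase reporter cells (luciferase flanked by upstream and downstream ATXN2 gene portions) were treated 24 h at 37 °C with compounds at up to 57 uM. SteadyGlo luminescence gave expression; GF-AFC fluorescence gave viability.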
Nrf2 inh – Nrf2 qHTS screen for inhibitors | A549 ARE-Fluc reporter, luciferase luminescence, 18-24 h | Potency, µM (highest dose often 46 µM), inactives show top-dose activity change, negative = inhibition, most hits filed as inhibitors | 2.1% of 360,000 active; further: potency means the concentration at half of the fitted maximal effect; on the % scale 0 is the no-effect control and ±100 the full control effect; nearly all actives have a fitted effect of over 60% in size
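A549 ARE_Fluc cells, 5000/well, 5% FBS OPTI-MEM; compounds in dose-response, 18-24 h at 37 °C/5% CO2; CellTiter-Fluor viability read (Ex 405/Em 525), then BugLite luciferase luminescence = Nrf2 activity.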
Nrf2 activator – qHTS of Nrf2 Activators. Potency, µM (top dose mostly 46.1 µM), without a hit: at the top dose activation, actives largely listed as activators. AREc32 ARE-luciferase reporter (MCF7-derived line), luminescence, 24 h. AID 624171, 2012. 0.31% of 410,000 active; further: potency means the concentration at half of the fitted maximal effect; % of control where 0% means no effect; nearly all actives have a fitted effect of over 65% in size
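Luminescent ARE reporter assay in AREc32_Fluc cells: overnight plating at 37 deg C, 24 hr compound incubation, Steady-Glo added, 30 min RT before reading.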
HepG2 viability – qHTS for Inhibitors of TGF-b: Cytotox Counterscreen | AID 588856, 2011 | Potency, µM (series often up to 46.1 µM), without a hit: top-dose activity change, negative = cytotoxicity, most hits filed as cytotoxic | 0.76% of 410,000 active | HepG2 CAGA-GFP viability, ATP luminescence, 18 h; further: potency means the concentration at half of the fitted maximal effect; some results filed as inactive show a strong effect at the top dose
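HepG2 CAGA-GFP cells (1000/well, DMEM with 1% FBS) received compound, then TGF-beta at 500 pg/mL final, and were incubated 18 hours at 37 degrees C. Viability was read by CellTiter-Glo luminescence. Media-only wells were set as complete cell-killing and DMSO as no toxicity.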
ATXN viability – Viability Counterscreen for Primary qHTS for Inhibitors of ATXN expression; S2 cells (HEK-293 line with an ATXN2-luciferase reporter) viability, CellTiter-Fluor protease fluorescence, 24 h; Potency, µM (doses to about 56.7 µM), hits mostly cytotoxic; 0.49% of 400,000 active; further: potency means the concentration at half of the fitted maximal effect; nearly all actives have a fitted effect of over 40% in size
EPAC2 ag – qHTS for Agonist of cAMP-regulated guanine nucleotide exchange factor 4 (EPAC2): primary screen. 0.079% of 360,000 active. Rap guanine nucleotide exchange factor 4 (Homo sapiens), Q8WZA2. Potency, µM (titrated, usually from 154 µM), for the others: at the highest dose activation, usual class: activators. EPAC2 activation, biochemical qHTS; response scale: 100% = 6.5 mM cAMP response; further: potency means the concentration at half of the fitted maximal effect; nearly all actives have a fitted effect of over 50% in size
Target sequence (Q8WZA2 whole entry, looked up): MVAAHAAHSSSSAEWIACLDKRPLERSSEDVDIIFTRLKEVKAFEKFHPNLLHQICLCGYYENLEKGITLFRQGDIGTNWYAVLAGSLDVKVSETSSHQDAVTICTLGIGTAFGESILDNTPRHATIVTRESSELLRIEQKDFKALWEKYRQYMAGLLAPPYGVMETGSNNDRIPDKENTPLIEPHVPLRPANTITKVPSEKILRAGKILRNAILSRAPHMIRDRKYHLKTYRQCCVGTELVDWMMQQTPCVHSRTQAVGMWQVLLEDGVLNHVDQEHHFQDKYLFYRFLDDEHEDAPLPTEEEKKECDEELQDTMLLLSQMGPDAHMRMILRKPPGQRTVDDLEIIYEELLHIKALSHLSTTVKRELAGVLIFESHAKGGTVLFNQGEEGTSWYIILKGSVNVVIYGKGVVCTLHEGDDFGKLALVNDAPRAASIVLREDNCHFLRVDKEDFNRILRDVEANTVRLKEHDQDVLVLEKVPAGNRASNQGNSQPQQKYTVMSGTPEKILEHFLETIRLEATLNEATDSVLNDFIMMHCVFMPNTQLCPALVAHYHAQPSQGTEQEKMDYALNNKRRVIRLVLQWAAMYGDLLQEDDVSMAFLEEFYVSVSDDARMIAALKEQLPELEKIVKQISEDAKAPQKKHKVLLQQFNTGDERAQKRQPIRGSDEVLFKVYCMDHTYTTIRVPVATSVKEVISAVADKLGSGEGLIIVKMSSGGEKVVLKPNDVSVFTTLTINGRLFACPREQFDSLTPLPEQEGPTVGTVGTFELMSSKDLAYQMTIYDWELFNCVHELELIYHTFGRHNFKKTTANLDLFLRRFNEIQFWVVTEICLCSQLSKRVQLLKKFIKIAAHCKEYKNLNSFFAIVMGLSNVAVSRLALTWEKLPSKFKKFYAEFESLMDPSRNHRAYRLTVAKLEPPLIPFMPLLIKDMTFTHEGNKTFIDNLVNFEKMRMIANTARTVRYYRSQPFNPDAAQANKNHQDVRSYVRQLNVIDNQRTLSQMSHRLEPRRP
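EPAC2 (100 nM) mixed with Rap1B loaded with BODIPY-GDP (250 nM) plus 50 uM unlabeled GDP; compounds pinned in, 5 min RT, then read every 5 min for 30 min (ex 480, em 540 nm). Normalized to cAMP control.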
Starred values were filed as active, the others as inactive; i = inactive; ? = inconclusive; / = not tested or not shown; & = joins results of further samples; [ ] = remark or other dose. Unless noted, the call rests on the fitted dose curve; in most records, active means well fitted curve in the direction sought with a large enough effect; inconclusive means small, poorly fitted or top-dose-only effect, or another doubt; inactive means no such curve, though single readings can be large; an effect the other way counts as inactive or inconclusive.

Compound	A549 viability	IL2 activator	TGFb SMAD3 inh	ATXN2 expr inh	Nrf2 inh	Nrf2 activator	HepG2 viability	ATXN viability	EPAC2 ag
Cc1cccc(C)c1NC(=O)NC1(C(=O)N2CCN3CCCC3C2)CCCCC1 (stereo not drawn)	-15%	-0.4	28%	8%	-12%	0.2%	5%	i	2%
CCc1ccc(C(=O)OCC(=O)N(CC)c2c(N)n(Cc3ccccc3)c(=O)[nH]c2=O)cc1	-4%	-0.3	9%	1%	-6%	0.2%	-11%	i	-4%
COC1C=CC(CNC(=O)c2cc3c(=O)n4cccc(C)c4nc3n2C)(OC)O1 (stereo not drawn)	33%	0.2	3%	-23%	-4%	0.6%	-12%	i	-6%
CC(=O)Oc1c(S(=O)(=O)c2ccccc2)c(C)nn1C(C)(C)C	-8%	-0.8	28%	5%	-1%	-0.4%	-34%	?	-3%
CCNC(=O)c1c(C)nc2ccccn12	-2%	0.5	7%	-2%	13%	0.4%	11%	i	-4%
COc1cc(S(=O)(=O)NCc2ccc3c(c2)OCO3)ccc1Cl	-5%	3.0	0%	-6%	-30%	0.1%	-12%	i	1%
O=C1NC(=O)C2(CCCc3c([N+](=O)[O-])cccc32)N1 (stereo not drawn)	/	-2.4	4%	/	/	0.2%	-25%	i	3%
CC(C)(C)n1ncc2c(=O)n(CC(=O)Nc3ccc4c(c3)OCO4)cnc21	-19%	3.0	0%	-4%	9%	-1.1%	-7%	?	8%
CC(=O)c1ccc(NC(=O)Cn2c(=O)oc3cc(S(=O)(=O)N4CCCCC4)ccc32)cc1	-4%	/	2%	-1%	4%	0.5%	-1%	i	/
Cc1cc(C(=O)N/N=C\c2cc(C(C)(C)C)ccc2O)n[nH]1	7%	-2.0	-22%	?	7%	4.2%	-28%	i	8%
CC(C)CC(=O)Nc1ccc(C(=O)Cn2nc(C(=O)O)c3ccccc3c2=O)cc1	0%	-0.3	-9%	2%	-13%	-0.2%	-5%	i	1%
Cc1ccc(-n2ncc(C(=O)NCc3ccco3)c2C2CCN(C(=O)OC(C)(C)C)CC2)c(C)c1	6%	/	-17%	-24%	?	3.8%	-1%	?	/
Cn1cnnc1SCC(=O)NCCc1ccccc1	13%	-2.6	-6%	4%	15%	-0.4%	-19%	i	10%
C/C=C(/C)C(=O)O[C@@H]1Cc2c(ccc3ccc(=O)oc23)OC1(C)C	-2%	2.9	7%	1%	4%	3.4%	15%	i	8%
Cn1c(N)c(C(=O)COC(=O)CSc2ccccc2)c(=O)n(C)c1=O	6%	-0.1	2%	9%	?	2.9%	25%	i	4%
COc1ccc(-c2cc(C)no2)cc1S(=O)(=O)N1CCOc2ccc(Cl)cc21	2%&5%	5.3	8%&-9%	-2%	8%&26%	-0.9%&-0.7%	14%&-3%	i	-1%
CCOC(=O)C1CCN(Cc2cnc(Oc3ccc(Cl)cc3C)s2)CC1	1%	-1.3	-5%	7%	-8%	0.0%	1%	i	18%
COc1ccc(CN(C)C(=O)C(Cc2ccccc2)NC(=O)c2ccccc2)c(OC)c1OC (stereo not drawn)	/	-3.3	-9%	/	/	-4.4%	-13%	?	12%
CCCSc1nc(N)nc(-c2cccs2)c1C#N	0%	-0.3	26%	76%[activator]	/	27%	-2%	i	13%
Cc1ccc2oc(NC(=O)N3CCOCC3)cc(=O)c2c1	-3%	-0.8	7%	-20%	-15%	0.2%	1%	i	-4%
O=C(Nc1c(C(=O)O)[nH]c2ccccc12)c1cccc(C(F)(F)F)c1	1%	4.5	-16%	1%	9%	?	-12%	i	-2%
CCN(CC)CCCNc1cc2n(c(=O)n1)CCc1cc(OC)c(OC)cc1-2	-4%	2.1	0%	2%	4%	0.3%	-3%	i	1%
CC(=O)c1ccc(NC(=O)CC2Nc3cc(C)c(C)cc3NC2=O)cc1 (stereo not drawn)	0%	/	15%	-2%	2%	-0.3%	4%	i	/
CSc1nc(C(=O)N2CCCC(C(=O)c3ccc(Cl)cc3)C2)cs1 (stereo not drawn)	15%	-0.1	1%	/	6%	0.3%	0%	i	10%
CCOC(=O)c1c(NC(=O)c2ccc(Br)o2)sc2c1CCCC2	18%	-1.4	-12%	1%	/	5.0%	-6%	i	11%
CN(CC(=O)NCCc1ccc(S(N)(=O)=O)cc1)CC(=O)Nc1ccc(F)c(F)c1F	-2%	0.2	?	-6%	4%	0.2%	-10%	i	0%
COc1ccc(Cl)c2sc(N(CCN(C)C)C(=O)c3ccc4c(c3)OCCO4)nc12	3%	-0.8	0%	?	-12%	0.0%	-3%	?	9%
COc1ccc(/C=C2/C(=O)N(Cc3ccccc3)N=C2C)cc1	8%	-0.5	?	-9%	7%	-0.6%[9.22 µM]	-38%	i	9%
O=C(CN1C(=O)C2CC=CCC2C1=O)Nc1nnc(SCc2ccc(F)cc2)s1 (stereo not drawn)	0%	-1.4	15%	-4%	9%	-0.1%	-40%	i	10%
Cc1cc(C)nc(N/N=C/c2ccc(Cl)cc2)n1	2%	0.3	2%	/	16%	2.5%	-12%	i	10%

The last 2 records of the part before come first, to join the parts:
Compound	A549 viability	IL2 activator	TGFb SMAD3 inh	ATXN2 expr inh	Nrf2 inh	Nrf2 activator	HepG2 viability	ATXN viability	EPAC2 ag
O=C(CN1C(=O)C2CC=CCC2C1=O)Nc1nnc(SCc2ccc(F)cc2)s1 (stereo not drawn)	0%	-1.4	15%	-4%	9%	-0.1%	-40%	i	10%
Cc1cc(C)nc(N/N=C/c2ccc(Cl)cc2)n1	2%	0.3	2%	/	16%	2.5%	-12%	i	10%
COc1ccc(NS(=O)(=O)c2ccc(C)c(C(=O)N(C)CC(=O)Nc3cccc(OC)c3)c2)cc1	0%	-0.5	14%	-20%	0%	1.6%	0%	i	9%
CCCCCCN1C[C@@H](O)[C@H](n2cc(COC(=O)c3ccccc3)nn2)C[C@@H]1c1ccc(C)cc1	/	-4.1	0%	13%	/	0.4%	1%	i	-1%
COCCN(CCOC)c1nc(N)c2c(N)nc3c(c2c1C#N)CC(=O)N3Cc1ccc(Cl)cc1	5%	-0.1	20%	0%	-1%	3.0%	-2%	i	-1%
N#Cc1cc(C(=O)c2cc(Br)ccc2O)cn(Cc2ccccc2)c1=O	3%	0.0	-20%	?	15%	2.9%	-11%	i	-6%
CC(=O)c1cnc2nc(SCc3ccc(C)cc3)nn2c1C	-3%	-0.7	2%	5%	-4%	-0.7%	-11%	i	0%
CNC(=O)C(NC(=O)c1ccccc1)=C(C)C	1%	-0.6	12%	-2%	-15%	-0.3%	5%	i	4%
O=[N+]([O-])c1ccc(Oc2ncccn2)cc1	3%	-1.6	29%	1%	2%	0.7%	16%	i	13%
CCCN1C(=O)/C(=C/c2ccc(OCC(=O)OCC)cc2)NC1=S	-11%	-1.6	5%	9%[11.3 µM]	2%	0.4%	3%	i	-11%
c1ccc2c(c1)ccc1nnc(SCc3ccc4c(c3)OCO4)n12	8%	1.9	0%	38%[activator]	2%	7.6%	-12%	i	8%
CCN1CCC(N(Cc2ccc3c(c2)OCO3)C(=O)Nc2cccc(C)c2C)CC1	-5%	/	2%	-8%	?	3.6%	-8%	i	/
Cc1ccc(-c2csc(NC(=O)CSc3nc4ccccc4c(=O)n3CCCN(C)C)n2)cc1	-27%	-0.1	?	?	1%	8.4%	-103%	?	0%
CCOC(=O)/C=c1\s/c(=C\c2ccc(C(=O)OC)cc2)c(=O)n1CC(=O)Nc1ccccc1	-6%	17	-18%	-3%	-9%	-1.1%	15%	i	3%
COc1ccc(/C=C(/NC(=O)c2ccc([N+](=O)[O-])cc2)C(=O)NC(C)(C)C)cc1	-6%	0.4	-6%	3%	-9%	-0.3%	0%	i	-8%
Cc1ccc(C)c(OCCCC(C)(C)C(=O)O)c1	3%	1.4	-1%	3%&8%&9%	-7%	2.3%	-10%	i	4%
O=C(NC(Nc1ncccn1)C(=O)c1ccccc1)c1ccccc1 (stereo not drawn)	0%	1.1	-16%	-6%	/	-0.6%	-1%	i	-12%
Cc1ccc(CN2CCC(CNC(=O)C3CCCN(c4ncnc5c4nc4n5CCCCC4)C3)CC2)cc1 (stereo not drawn)	-8%	-2.1	?	-18%	-12%	-0.6%	-20%	i	6%
CCn1c2c(c(=N)c3c1CCC3)CCC2	-1%	-1.5	-5%	-23%[11.3 µM]	31%	-0.1%	12%	i	-2%
O=S(=O)(Nc1ccccc1F)c1ccc(Cl)nc1	6%	0.4	15%	2%	10%	-0.1%	1%	i	8%
Cc1ccc(NCc2nnc(SCC(=O)Nc3nnc(C)s3)n2C)cc1	-1%	-0.6	2%	3%	15%	0.0%	4%	i	8%
Cc1[nH]n(CCC#N)c(=O)c1CC(=O)N1CCN(c2ccccc2)CC1	-10%	-0.1	7%	-7%	-18%	-0.1%	7%	i	-5%
COc1ccc(N2CCN(S(=O)(=O)CCNC(=O)c3cccs3)CC2)cc1	-2%	-0.9	0%	5%	-2%	-0.3%	-2%	i	1%
C#CCOCCOCCOCCNc1nc(N2CCOCC2)nc(N2CCN(C(=O)[C@H]([C@@H](C)CC)n3cc([C@@H](N)CO)nn3)CC2)n1	-6%	0.1	-24%	-5%	3%	-1.2%	0%	i	2%
Cc1ccc(C)c(C(=O)CN2C(=O)NC3(CCCCCC3)C2=O)c1	-1%	4.3	-2%	6%	4%	0.0%	6%	i	-4%

From PubChem BioAssay
